# Bioassay records (PubChem)
# HCV inh – HCV inhibition. Huh7.5.1 HCVcc-Cre infection, luciferase reporter, 44 h. Potency, µM (top dose mostly 41.8 µM), for the others: at the highest dose activity change, negative = inhibition, most hits filed as inhibitors. 340,000 compounds, 3.4% hits
#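 Seed cells (1,000/well) for 4 h; treat with compound and infect with HCVcc-Cre, moi about 0.5. Incubate 44 h, then detect luciferase activity.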
# TbPYK inhibitor – T. brucei pyruvate kinase inhibition; Q57TT1; TbPYK enzyme, Kinase-Glo Plus ATP luminescence, 45 min; Potency, µM (titrated, usually from 76.8 µM), for inactives: top-dose activity, negative = inhibition, hits mostly inhibitors; 410,000 compounds, 0.12% hits; further: nearly all actives have a fitted effect of over 50% in size
#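 In this concentration-response screen, enzyme-free wells defined baseline while DMSO plates tracked drift. Each reaction combined TbPYK, substrate, compound and 130 uM ADP for 45 min at room temperature. Kinase-Glo Plus luminescence gave the signal.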
# The depositor's hits bear a star; ? = inconclusive; [ ] = dose if it differs, or a comment. The call rests on the fitted dose curve; in most records, active means well fitted curve in the direction sought with a large enough effect; inconclusive means small, poorly fitted or top-dose-only effect, or another doubt; inactive means no such curve, though single readings can be large; an effect the other way counts as inactive or inconclusive. On the % scale 0 is the no-effect control and ±100 the full control effect; potency means the concentration at half of the fitted maximal effect.
compound	HCV inh	TbPYK inhibitor
CCCCNC(=O)[C@@H]1CC=C[C@@H]2CCN(C3CC3)C(=O)[C@@H]21	15.6%	-3.9%
O=[N+]([O-])c1cccc(COc2ccc(CN3CCCC3)cc2)c1	?	-2.1%
O=C(Nc1cccc(Cl)c1)OCC#CCN1CCCC1	?	-1.2%
CCN(CCO)C(=O)c1ccc2nc(Cc3ccc(OC)cc3)oc2c1	6.3%	0.5%
COc1cc(C(=O)N2CCN(c3ccccc3)CC2)c2ccccc2n1	-15.7%	0.0%
COC1C(CO)OC(n2cnc3c(=S)nc(N)[nH]c32)C1O (stereo unspecified)	21.9%	4.7%
CCC(C)Sc1ccc([C@@H]2[C@@H]3C(=O)N(CC)C(=O)[C@@H]3[C@]3(C(=O)OC)CCCCN23)cc1 (stereo partly specified)	-8.6%	5.4%
CCC(C(=O)Nc1ccccn1)c1ccccc1 (stereo unspecified)	-1.4%	2.6%
Cc1cc(NC(=O)c2ccc3nccnc3c2)ccc1Br	?	0.9%
COCCN1CCN(C(=O)c2ccc3c(c2)S(=O)(=O)c2ccccc2C3=O)CC1	4.8%	-5.1%

# Fetched by structure from the list above (3):
compound	HCV inh	TbPYK inhibitor
COc1cc(C(=O)N2CCN(c3ccccc3)CC2)c2ccccc2n1	-15.7%	0.0%
CCN(CCO)C(=O)c1ccc2nc(Cc3ccc(OC)cc3)oc2c1	6.3%	0.5%
Cc1cc(NC(=O)c2ccc3nccnc3c2)ccc1Br	?	0.9%

# The results go on:
compound	HCV inh	TbPYK inhibitor
CN(C(=O)CSc1n[nH]c(=O)[nH]c1=O)c1ccccc1	5.9%	1.2%
Cn1c(=O)cc(SCC(=O)N2CCN(C3CCCCC3)CC2)c2ccccc21	-0.2%	3.4%
COc1ccc(-c2csc(NC(=O)c3ccc(C(C)(C)C)cc3)c2C(=O)O)cc1	?	-11.3%
C=CCn1c(C)cc(C(=O)CSc2nnc3n(CCC)c(=O)c4ccccc4n23)c1C	-16.8%	-2.6%
COc1cc(C=NNC(=O)c2cccnc2)ccc1OC(=O)c1ccccc1F	-1.0%	-6.2%
CCC(=O)N=c1sc2c(OC)ccc(OC)c2n1C	?	2.0%
NS(=O)(=O)c1ccc(NC(=O)CNC(=O)c2ccc3c(c2)OCO3)cc1	0.7%	-1.0%
CCc1ccc(C(=O)NCC2(c3ccccc3)CCOCC2)o1	0.1%	-12.5%
COc1cc(OC)cc(-c2c(-c3ccc(F)cc3)c3cc(-c4ccc5c(c4)OCCO5)ccc3n2C)c1	-23.1%	0.0%
CCOc1ccc(OCCC(=O)OCC(=O)N2CCN(S(=O)(=O)c3ccc(C)cc3C)CC2)cc1	12.2%	-1.4%
COc1ccc(CCNC(=O)COc2ccc3c(C)cc(=O)oc3c2)cc1	-15.0%	14.0%
CCC1(c2ccc(F)cc2)NC(=O)N(CC(=O)N2CCN(C(=O)c3ccco3)CC2)C1=O (stereo unspecified)	-3.2%	0.4%
COC(=O)C1=C(c2ccc(S(C)(=O)=O)cc2)C[C@@H]2CC[C@H]1N2C(=O)NCc1ccc(C(F)(F)F)cc1	?	2.3%
CCN(C(=O)CSc1nnc(Nc2ccc(OC)cc2)s1)C1CCS(=O)(=O)C1 (stereo unspecified)	-20.7%	7.6%
CC[C@@H]1C=C(C(=O)O)[C@H](c2ccc(Br)cc2)N1S(=O)(=O)c1ccc(C)cc1	9.3%	-1.2%
CC(C)(C)OC(=O)NCCCCC1=CC2=CC(=O)C(C)(O)C(=O)C2=CO1 (stereo unspecified)	11.7%	-12.3%
C[C@H](CO)N1C[C@H](C)[C@H](CN(C)C(=O)Nc2ccc(F)cc2)Oc2ccc(NC(=O)NC3CCCCC3)cc2CC1=O	18.0%	-4.0%
OCC(CO)c1cnnc2ccccc12	36.1%[activator]	-11.6%
CCCCN(C(=O)CSc1nc(CCC)cc(=O)[nH]1)c1c(N)n(Cc2ccccc2)c(=O)[nH]c1=O	-21.4%	9.0%
ClC(CCN1CCN(Cc2ccccc2)CC1)c1ccccc1 (stereo unspecified)	-10.5%	-4.4%
OCC1OC(n2cnc3c(NC4CCCC4)ncnc32)C(O)C1O (stereo unspecified)	-8.0%	1.6%
Nc1ncnc2c1ncn2-c1ccccc1Cl	15.5%	1.8%
O=C1C[C@@H]2c3c(cccc3CN1Cc1ccccc1F)C[C@@H](O)[C@H]2O	5.1%	-4.1%
COc1ccc(NC(=O)CN2C(=O)NC(C)(c3ccc4c(c3)OCCO4)C2=O)cc1S(N)(=O)=O (stereo unspecified)	4.9%	1.2%
S=C(Cc1ccccc1)Nc1ccccc1	11.1%	3.6%
COc1cc(OC)cc(C(=O)N[C@H](C(=O)OCC(=O)c2ccc(C)c([N+](=O)[O-])c2)C(C)C)c1	-6.5%	8.0%
COc1cccc(C(=O)NNC(=O)CCN2CCN(c3ccccc3)CC2)c1	?	-5.6%
O=C(COC(=O)c1cnccn1)Nc1ncc(C(F)(F)F)cc1Cl	17.1%	-2.5%
COc1ccc(C(=O)COc2ccc(C(C)=O)cc2OC)cc1OC	-5.2%	-10.2%
CCN1C(=O)c2cccc3c(S(=O)(=O)N4CCNCC4)ccc1c23	-29.4%	1.9%
O=c1oc(-c2ccc(O)c(O)c2)cc2cc(O)cc(O)c12	-23.3%	-10.0%
COC(=O)C1=C(C(=O)OC)C2OC1c1cc3ccccc3cc12	?	28.2µM*
Cc1cccc(N=C2c3cc([N+](=O)[O-])ccc3-c3c2cc([N+](=O)[O-])cc3[N+](=O)[O-])c1	7.08µM*	-0.5%
O=C(CSc1nc(C2CC2)nc2ccccc12)N1CCc2ccccc21	9.2%	0.8%
O=C(CC(NC(=O)OCc1ccccc1)C(=O)OCc1ccccc1)OCc1ccccc1 (stereo unspecified)	31.9%[activator]	-3.3%
Cc1nc(C)n(C(Oc2ccc(Cl)cc2Cl)C(=O)C(C)(C)C)n1 (stereo unspecified)	1.4%	0.6%
C[C@@H]1CN([C@@H](C)CO)C(=O)c2cc(NC(=O)C3CC3)ccc2O[C@@H]1CN(C)C(=O)NC1CCCCC1	2.1%	-0.5%
Cc1ccc(S(=O)(=O)Nc2cccc(S(=O)(=O)Nc3ccccc3C(=O)O)c2)c(C)c1	0.2%	-3.8%
O=C1OCCN1N1CCOC1=O	-5.0%	3.6%
CC1Cn2c(nnc2-c2cccs2)S1 (stereo unspecified)	8.3%	-2.2%
CCOc1ccccc1C(c1c(O)nc(SC)[nH]c1=O)c1c(O)nc(SC)[nH]c1=O	2.7%	-7.8%
COc1c(CC=C(C)C)c(O)cc2oc(=O)c3c4ccc(O)cc4oc3c12	3.98µM*	-7.4%
Cn1cnc2ncnc(Oc3ccc(Br)cc3)c21	-5.7%	-1.6%
COc1ccc(/C=C2\C(=O)NC(=O)c3ccccc32)cc1OC	0.0%	-9.8%
O=C(CCN1CCCCC1)c1cccc(Cl)c1	3.6%	-2.7%
CCc1ccc([C@@H]2CC=C(C(=O)O)[C@H](c3ccc(Br)cc3)N2S(=O)(=O)c2ccc(C)cc2)cc1	-1.5%	-24.6%
CN(C(=O)c1cccc(NC(=O)C2CCCN(C(=O)OC(C)(C)C)C2)c1)C1CCCC1 (stereo unspecified)	?	-3.3%
CC(C)(C)c1ccc(/C=C(\C#N)C(=O)NC2CC2)cc1	?	3.0%
CC12C=CC(=O)C=C1CC(O)C1C2CCC2(C)C1CCC2(C)O (stereo unspecified)	30.8%[activator]	-0.1%
COC1=C(OC)C(=O)C(Sc2ccc3ccccc3c2)=CC1=O	?	1.78µM*

# Later entries:
compound	HCV inh	TbPYK inhibitor
CCCCCCCCNCCS(=O)(=O)NC1CCCCC1	-1.7%	-4.8%
O=C(c1ccccc1)C1(c2ccccc2)OC1c1ccccc1 (stereo unspecified)	-17.3%	-4.4%
COc1ccc2c(c1O)-c1cccc3c1[C@@H](C2)N(C)CC3	?	3.6%
COc1ccc(/C=C/C(=O)O/N=C(\N)c2ccccn2)cc1OC	-11.6%	1.7%
O=C(Nc1ccc(NC(=S)NC(=O)C(c2ccccc2)c2ccccc2)cc1)c1ccccc1	?	0.3%
CCCCCCCCCCCC1N=C(N)NC(CCCO)=C1C(=O)OC (stereo unspecified)	9.7%	-8.1%
O=C1C=C(c2ccc3[nH]ccc3c2)CCC1	?	-0.2%
COc1ccc(CN(C)C(=O)c2cccc(NC(=O)CC3SC(N4CCCCC4)=NC3=O)c2)c(OC)c1 (stereo unspecified)	8.91µM*	6.7%
CCOc1cc(N2CCOCC2)c(OCC)cc1NC(=O)c1cc(S(=O)(=O)N2CCOCC2)ccc1C	-18.9%	-10.3%
Cc1ccc(CNC(=O)C2CCCC2)cc1	12.4%	1.8%
CCC1(c2ccc(F)cc2)NC(=O)N(CC(=O)N2CCN(S(=O)(=O)c3ccc(C)cc3C)CC2)C1=O (stereo unspecified)	?	-1.7%
C=CCOC1COC2C(OCC=C)COC12 (stereo unspecified)	24.6%	2.0%
C=CCc1ccccc1OCC(O)CN1CCOCC1 (stereo unspecified)	15.3%	3.7%
Clc1nnc2c3ccccc3ccn12	23.9%	-6.6%
COc1ccc(C(=O)N(C)Cc2ccc(OC)c(OC)c2OC)cc1S(=O)(=O)N1CCOCC1	1.4%	4.3%
Cc1noc(C)c1NC(=O)Nc1cccc2c1O[C@@H](CN(C)Cc1ccc3c(c1)OCO3)[C@@H](C)CN([C@H](C)CO)C2=O	10.6%	5.1%
CN(C(=O)CSc1ncnc2sc3c(c12)CCCC3)C1CCS(=O)(=O)C1 (stereo unspecified)	-8.3%	-4.0%
CC(C)(C)OC(=O)N1CCCC(C(=O)Nc2cccc(C(=O)NCc3ccccc3)c2)C1 (stereo unspecified)	?	6.8%
C[C@@H]1CN([C@H](C)CO)C(=O)c2cc(NC(=O)Cc3cn(C)c4ccccc34)ccc2O[C@H]1CN(C)S(=O)(=O)c1ccc(F)cc1	11.1%	1.4%
COc1ccc(C#Cc2c(-c3ccc(OC)cc3)oc3ccc(-c4ccc(OC)cc4)cc23)cc1	17.6%	-5.8%
COc1ccc(N2CCN(C(=O)COC(=O)[C@@H](NC(=O)OCc3ccccc3)C(C)C)CC2)cc1	?	-6.3%
O=C(O)c1ccccc1C=NN1CCCCCC1	-25.4%	-3.4%
COc1ccc(-c2nc3ccc(Cl)cn3c2NC2CCCCC2)cc1SC1CCCCC1	-2.1%	5.4%
CC(C)(C)C(=O)N1Cc2ccccc2-n2nncc2C1	-15.5%[8.37 µM]	0.2%
CC1(c2ccccc2)NC(=O)N(CC(=O)Nc2cc(C(F)(F)F)ccc2N2CCCCC2)C1=O (stereo unspecified)	?	0.2%
CCN(CC)C(=O)[C@H]1C[C@H](CC(=O)NCCc2ccccn2)C(=O)N2CCc3c([nH]c4cc(CCC(=O)N(C)C)ccc34)[C@]12C	11.2%	-0.6%
CC1(c2ccccc2)NC(=O)N(CC(=O)N2CCN(S(=O)(=O)c3cccc(C(F)(F)F)c3)CC2)C1=O (stereo unspecified)	-1.3%	1.5%
CC(C)C[C@@H](CN1CCCC1CN1C(=S)NC[C@@H]1Cc1ccc(O)cc1)N1C[C@H](Cc2ccccc2)N(CC2CCCCCC2)C1=S (stereo partly specified)	?	3.9%
CN(C)c1ccc(C(=O)N2CCN(C(=O)C3CCCO3)CC2)cc1 (stereo unspecified)	28.0%	-10.3%
CC12CC(=O)C3C(CCC4CC(=O)C=CC43C)C1CCC2=O (stereo unspecified)	14.7%	-3.9%
COc1cc(C=NNC(=O)c2ccccc2NS(=O)(=O)c2cccs2)cc(OC)c1O	2.8%	3.2%
COc1ccc(C(=O)C(C)OC(=O)CNC(=O)c2ccco2)cc1 (stereo unspecified)	12.4%	7.1%
Cc1ccc(-c2csc(NC(=O)c3cccc(C)c3)c2C(=O)O)cc1	8.9%	5.4%
CCN(C(=O)CSc1nnc(-c2cccc(F)c2)n1N)c1c(N)n(Cc2ccccc2)c(=O)[nH]c1=O	-8.3%	6.6%
CCN(CC)S(=O)(=O)c1cccc(C(=O)NC(C(=O)NNC(=O)c2ccccc2F)C(C)C)c1 (stereo unspecified)	-1.5%	-2.1%
CCCn1cnc2c(SCc3ccccc3F)nc(N)nc21	?	0.8%
CC(Oc1ccc(F)cc1)C(=O)Nc1cc(S(=O)(=O)N2CCCCC2)ccc1N1CCN(C)CC1 (stereo unspecified)	-20.6%	-10.7%
O=C(O)c1ccccc1C(=O)Nc1ccccc1NC(=O)c1ccccc1C(=O)O	19.1%	-8.2%
COc1ccc(C(=O)NCCCc2ccccc2)cc1	-16.3%	4.2%
O=C1CN(S(=O)(=O)c2ccccc2)CCN1	-1.7%	-0.4%
CSCCC1NC(=O)N(CC(=O)Nc2ccc3c(c2)OCCO3)C1=O (stereo unspecified)	13.0%	-3.4%
CCN(c1ccccc1)S(=O)(=O)c1ccc(C(=O)N2CCOCC2)cc1	7.8%	0.6%
O=c1c([N+](=O)[O-])cn(Cc2ccccc2)c(=O)n1Cc1ccccc1	7.0%	-4.9%
FC(F)(F)c1cc(CCN2CCNC[C@@H]2c2ccccc2)cc(C(F)(F)F)c1	?	-2.5%

# A portion of the library (hit frequency here may not be typical).
